# Screening results from PubChem.
# CYP2C19 inh: human CYP2C19 inhibition; CYP2C19 Supersomes, luciferin-H EGE luminescence, 30 min; P33261; 96,000 tested, 21% active; AID 778; inhibition, % at 5 µM;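 active means CYP2C19 inhibition above a set limit at 5 µM in the primary screen, cut at about 50% in these data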;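 further: plate controls were negative control wells for no effect and 2.5 mM tranylcypromine positive control for full effect; values of inactives mirror those of a sister screen read the other way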
# Target sequence (P33261 whole entry, looked up): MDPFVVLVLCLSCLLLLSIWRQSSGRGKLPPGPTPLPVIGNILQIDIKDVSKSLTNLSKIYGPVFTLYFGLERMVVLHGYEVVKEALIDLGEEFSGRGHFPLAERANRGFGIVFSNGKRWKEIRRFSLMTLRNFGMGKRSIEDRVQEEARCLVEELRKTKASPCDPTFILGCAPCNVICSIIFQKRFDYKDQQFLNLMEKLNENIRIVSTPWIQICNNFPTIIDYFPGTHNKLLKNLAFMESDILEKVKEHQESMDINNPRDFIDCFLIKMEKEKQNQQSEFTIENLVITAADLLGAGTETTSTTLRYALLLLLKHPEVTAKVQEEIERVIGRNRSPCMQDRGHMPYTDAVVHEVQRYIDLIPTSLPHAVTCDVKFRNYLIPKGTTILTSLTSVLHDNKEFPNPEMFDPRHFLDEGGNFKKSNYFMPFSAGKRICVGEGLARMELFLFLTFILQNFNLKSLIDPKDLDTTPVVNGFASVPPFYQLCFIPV
# PostGolgi ctrl: inhibits growth of the yeast control strain. 98,000 tested, 5% active. inhibition, % at 10 µM. AID 738. efflux-deficient yeast background strain, growth absorbance A615, 16 h
# PostGolgi yeast: growth inhibition of a yeast mutant, post-Golgi transport screen; 98,000 tested, 0.9% active; post-Golgi transport phenotypic cell assay; inhibition, % at 10 µM;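 further: yeast cells grown in 1536-well plates; yeast grown about 18 h at 30C before absorbance read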
# S1P2 ag: activates the human S1P2 receptor. O95136. S1P2-expressing cell line, agonist reporter read-out. activation, % at 4.5 µM. 97,000 tested, 0.46% active. AID 729; in the data active means activation above about 16%;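 further: 0% = vehicle low control and 100% = maximal reference agonist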
# Target sequence (O95136 whole entry, looked up): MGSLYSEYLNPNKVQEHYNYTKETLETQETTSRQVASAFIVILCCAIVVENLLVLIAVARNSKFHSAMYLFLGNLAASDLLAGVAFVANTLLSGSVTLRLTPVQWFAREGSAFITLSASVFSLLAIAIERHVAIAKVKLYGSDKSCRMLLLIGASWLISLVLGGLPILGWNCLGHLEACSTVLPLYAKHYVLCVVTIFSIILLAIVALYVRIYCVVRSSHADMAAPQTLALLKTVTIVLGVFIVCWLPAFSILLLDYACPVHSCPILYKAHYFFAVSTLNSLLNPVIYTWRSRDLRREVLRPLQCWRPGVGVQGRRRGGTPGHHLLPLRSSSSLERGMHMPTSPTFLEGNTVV
# CYP2C19 activ: activators of human cytochrome P450 2C19. P33261. recombinant CYP2C19, luciferin-H EGE luminescence; stronger effect = higher value; 0 = fully inhibited enzyme, 1 = untreated enzyme. activation factor at 5 µM. 96,000 tested, under 10 active. AID 1025;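 active means activation factor of at least 2 at 5 µM in the primary screen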;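 further: 0 = wells with 2.5 mM tranylcypromine and 1 = vehicle-only wells; values of inactives mirror those of a sister screen read the other way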
# sEH inh: soluble epoxide hydrolase (human) inhibition; recombinant human sEH enzymatic activity assay; inhibition, % at 2 µM; 91,000 tested, 0.34% active; AID 707; in the data active means inhibition above about 80%; further: values of inactives mirror those of a sister screen read the other way; many of its hits are not listed in these tables
# hDAT+cocaine: changed human dopamine transporter uptake under cocaine IC80; LLC-PK1 hDAT cells, [14C]-dopamine uptake with cocaine IC80; actives deviate in either direction; Q01959; 110,000 tested, 1.3% active; B-score at 10 µM;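 active means Z score or B-score, a plate-position-corrected score, falls beyond the plate's 99.7% confidence bounds, in either direction; inactive means both scores lie inside the 99.7% bounds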;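 further: scored against the spread of the other compound wells on the same plate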
# S1P2 blocker: blocks the human S1P2 receptor; O95136; cell-based S1P2 antagonist assay, inhibition at 5 uM; inhibition, % at 5 µM; 97,000 tested, 0.21% active; AID 736; in the data active means inhibition above about 45%;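 further: CRE beta-lactamase reporter cells expressing human S1P2 stimulated with S1P; 0% = agonist at EC80 alone and 100% = agonist plus reference antagonist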
# sEH activator: increases human soluble epoxide hydrolase activity | activation, % at 2 µM | purified human sEH enzymatic activity, activator screen | P34913 | 91,000 tested, 0.04% active; in the data active means activation above about 37%; further: values of inactives mirror those of a sister screen read the other way
# An asterisk follows results filed as active; nt = not tested or not shown. Unless noted, no stated cut-off is given here; in the data, active means inhibition above about 30%; inactive means the rest.
SMILES,CYP2C19 inh,PostGolgi ctrl,PostGolgi yeast,S1P2 ag,CYP2C19 activ,sEH inh,hDAT+cocaine,S1P2 blocker,sEH activator
CC(=O)Nc1nc2ccc(-c3nc4ccccc4o3)cc2s1,nt,27,-5,-11,nt,12,-0.59,-2,-8
CCOc1cc(NC(=S)NCC(C)C)c(OCC)cc1NC(=O)c1cccs1,2,0,0,-4,1,-8,0.32,-8,6
COc1ccc(CCNC(=O)CSc2nc(N)c(C#N)c(-c3cccs3)c2C#N)cc1OC,38,5,3,-6,0.6,16,-0.65,-8,-13
CC(C)CC(=O)N1CCC(O)(CS(=O)(=O)Cc2ccccc2Cl)CC1,7,0,-3,-5,0.9,9,-0.0042,0,-7
CCNc1ccc(Br)cc(C(=O)/C=C/c2ccc(Cl)cc2Cl)c1=O,nt,nt,nt,-10,nt,4,-1.1,15,-4
COCCNC(=O)CN1CCC(NC(=O)Nc2ccc(C(F)(F)F)cc2)CC1,22,4,-4,-2,0.8,89*,-2.4,2,-89
c1ccc2[nH]c(SCCN3CCOCC3)nc2c1,59*,4,1,nt,0.4,nt,0.74,nt,nt
CC(NC(=O)CSc1nc2ccccc2n1CCC#N)c1ccc(F)cc1 (centres undefined),94*,-14,6,0,0.1,2,1.5,-2,-4
CCOC(=O)C1CCCN(C(=O)CNC(=O)Cn2ccc3ccccc3c2=O)C1 (centres undefined),-14,10,-13,nt,1.1,nt,-0.89,nt,nt
CCN(CC)S(=O)(=O)c1ccc(C(=O)NCc2cccs2)cc1,-8,12,10,-4,1.1,-8,1.6,1,10
O=[N+]([O-])c1ccc2c(c1)C(N1CCOCC1)/C(=C/COc1ccc(Cl)cc1Cl)O2 (centres undefined),45,27,-2,-3,0.6,3,-0.58,-26,-3
NCCN1CCN(CCN)CC1,-15,3,-2,-7,1.1,5,0.86,-15,-9
CCOC(=O)C1CCCN(C(=O)CCc2ccccc2)C1 (centres undefined),36,0,10,-5,0.6,3,0.54,5,1
O=C(CSC(=S)N1CCOCC1)Nc1nc(-c2ccccc2)c(-c2ccccc2)o1,26,35*,4,-5,0.7,77,0.014,4,-78
COC(=O)CSc1nnc2c3c4c(sc3nc(-n3nc(C)cc3C)n12)COC(C)(C)C4,6,9,3,-3,0.9,40,-0.055,2,-40
CCC(=O)c1cc2c(cc1NC(=O)C(C)C)OCCO2,12,-5,-1,-2,0.9,nt,-1.5,-4,nt
CCOc1cc2nc(-c3ccc(OC)c(OC)c3)nc(N3CC(C)OC(C)C3)c2cc1OC (centres undefined),20,13,1,-6,0.8,-10,nt,-6,11
Cc1ccc(-c2nn3c(C)nnc3s2)cc1NC(=O)COc1ccc(Cl)cc1,16,8,-6,-7,0.8,-1,0.32,0,0
O=C(c1ccco1)N1CCN(C(=O)C2CCN(S(=O)(=O)c3cccc4nsnc34)CC2)CC1,nt,nt,nt,-2,nt,4,-0.48,-17,-2
CS(=O)(=O)N1N=C(c2ccc3nccnc3c2)CC1c1ccccc1 (centres undefined),27,-2,-1,-5,0.7,-1,0.14,-1,3
CCOC(=O)N1CCN(C(=O)CCCn2nc(C)c3sc4ccccc4c3c2=O)CC1,5,-1,-4,-6,0.9,nt,0.92,5,nt
O=C(Nc1nc(-c2cc3ccccc3oc2=O)cs1)c1ccco1,-10,1,-5,nt,1.1,nt,1.1,nt,nt
Cc1cccc(NC(=O)c2ccc(OCC(=O)NCc3ccccc3)cc2)c1C,-8,2,-4,-7,1.1,4,0.076,17,-1
CCN(CC)c1nc2nonc2nc1N(CC)CC,4,3,13,-3,1,5,0.74,10,-1
CCOC(=O)c1c(N)sc2c(OCC)c(Br)ccc12,nt,nt,nt,-1,nt,21,0.11,-31,-17

# 3 of these compounds in another layout.
Structure	CYP2C19 inh	PostGolgi ctrl	PostGolgi yeast	S1P2 ag	CYP2C19 activ	sEH inh	hDAT+cocaine	S1P2 blocker	sEH activator
O=C(Nc1nc(-c2cc3ccccc3oc2=O)cs1)c1ccco1	-10	1	-5	nt	1.1	nt	1.1	nt	nt
Cc1ccc(-c2nn3c(C)nnc3s2)cc1NC(=O)COc1ccc(Cl)cc1	16	8	-6	-7	0.8	-1	0.32	0	0
Cc1cccc(NC(=O)c2ccc(OCC(=O)NCc3ccccc3)cc2)c1C	-8	2	-4	-7	1.1	4	0.076	17	-1

# The results go on:
SMILES,CYP2C19 inh,PostGolgi ctrl,PostGolgi yeast,S1P2 ag,CYP2C19 activ,sEH inh,hDAT+cocaine,S1P2 blocker,sEH activator
O=C1c2ccccc2CN1CCNS(=O)(=O)c1ccc2ccccc2c1,30,-1,2,-5,0.7,2,0.41,-5,2
COc1ccc(C(=O)OCCN=C2NS(=O)(=O)c3ccccc32)cc1OC,19,5,1,-1,0.8,-8,0.58,11,9
CC(=O)Nc1ccc(-n2c(C)c(C(C)=O)c(C(C)=O)c2C)cc1,-6,7,0,nt,1.1,nt,1.6,nt,nt
Cc1ccc(OCCSc2nnc(-c3cccs3)n2C)cc1,nt,nt,nt,-6,nt,4,-0.47,-4,-3
O=S(=O)(NCc1cn2ccsc2n1)c1ccc(Oc2ccccc2)cc1,69*,5,8,-9,0.3,-16,0.11,23,14
CC(=O)c1cccc(NC(=O)N2CCCC2C(=O)NCCC(C)C)c1 (centres undefined),13,3,0,-13,0.9,12,-0.79,11,-11
CCc1ccc(NC(=O)c2cnn3ccccc23)cc1,23,-1,-4,-2,0.8,nt,-0.86,2,nt
CCOC(=O)Cn1c2c(c(-c3ccccc3OC)cc1=O)CCCC2,nt,9,-3,-1,nt,nt,0.33,-14,nt
CC(c1ccccc1)N1CC(C(=O)N2CCN(c3ccccc3)CC2)CC1=O (centres undefined),2,17,-7,-4,1,-2,1.2,7,0
CCOC(=O)c1c(NC(=O)c2ccc(N3CCOCC3)c([N+](=O)[O-])c2)sc(C)c1C,3,3,-4,-3,1,15,-1.1,-7,-11
CCOC(=O)CCN(Cc1sccc1C)S(=O)(=O)c1ccc(F)cc1,85*,-7,-3,-3,0.1,-14,3.8*,-25,11
COc1cccc(-n2c(C)nc3cc(C(=O)O)ccc32)c1,-26,9,-3,-3,1.3,-9,-0.15,-6,6
C=CCc1cccc(/C=N/NC(=O)CNc2ccccc2)c1O,3,10,-2,-1,1,24,-0.033,7,-23
COc1ccc2c(=O)c(-c3ccccc3C)c(C)oc2c1,12,10,-1,-7,0.9,-24,-0.02,-18,23
O=C(Cn1cc(C(=O)c2cccs2)c2ccccc21)NCc1cccs1,91*,19,-3,-5,0.1,4,0.44,-7,-4
Cc1ccccc1NC(=O)C(=O)NCc1ccccn1,89*,6,-2,-3,0.1,-1,-1.6,3,0
CC(C)OC(=O)c1c(-c2ccc(C(C)C)cc2)csc1NC(=O)C1CCCO1 (centres undefined),-4,17,-3,-4,1,3,0.054,-1,-2
CN(CCCNC(=O)c1cccc(N2CCCC2=O)c1)c1ccccc1,nt,2,-2,-5,nt,21,2.5,25,-21
Cc1ccc(NC(=O)CN(C)CC(=O)Nc2c(C)cccc2C)c(Br)c1,5,12,0,-4,1,nt,0.032,0,nt
CCOC(=O)Cn1nnnc1CN(Cc1cccs1)Cc1cc2cc(C)ccc2[nH]c1=O,65*,-1,9,-3,0.3,4,-1.3,10,-2
Cc1cc(OCC(=O)Nc2ccncc2)cc(C)c1Br,100*,12,2,-3,0,-17,0.58,-23,10
CCCCCC(=O)N1CCCC(c2nc(-c3ccc(OC)cc3)no2)C1 (centres undefined),64*,29,3,-5,0.4,5,1.4,18,-7
CCCN1CCN(C(=O)Nc2ccc(C(=O)OCC)cc2)CC1,3,-2,0,-7,1,-7,0.39,-1,7
Cc1nc(NC(=O)CN(C)S(=O)(=O)c2ccc(Br)cc2)sc1C,94*,11,-5,-8,0.1,-11,0.031,7,8
COc1ccc(-n2c(SCC(=O)NNC(=O)c3ccccc3C)nnc2-c2ccncc2)cc1,17,-5,0,7,0.8,-10,0.06,16,8
# The list goes on.
SMILES,CYP2C19 inh,PostGolgi ctrl,PostGolgi yeast,S1P2 ag,CYP2C19 activ,sEH inh,hDAT+cocaine,S1P2 blocker,sEH activator
O=S(=O)(NCc1cc(-c2ccc(Cl)cc2)no1)c1ccccc1,46,1,2,-1,0.5,-2,-0.062,-7,4
CC(=O)Nc1ccc(S(=O)(=O)N2CCN(Cc3cccnc3)CC2)cc1,29,11,2,-3,0.7,5,0.23,-14,-5
O=C(CCS(=O)(=O)Cc1ccccc1)Nc1nc2c(s1)CCCC2,15,-3,0,-5,0.8,14,0.0023,-18,-14
CCc1ccc(Nc2oc(C)cc(=O)c2C(C)=O)cc1,3,5,16,-7,1,9,-0.64,15,-9
CC(=O)c1cc(F)c(N2CCN(CCC#N)CC2)cc1C,nt,nt,nt,-3,nt,-31,-0.05,15,30
N#CC1=C(N)S[C@H](C(=O)C23CC4CC(CC(C4)C2)C3)[C@H]1c1ccncc1,66*,5,-9,8,0.3,-5,-0.091,-27,1
O=C(Nc1ccccc1)c1ccncc1,16,1,-5,1,0.8,10,-0.55,1,-12
CCOCCCNc1ccc(-c2ccccc2)nn1,6,-1,6,-6,0.9,-5,-0.0089,7,3
CCOC(=O)C1CCCN(C(=O)C2CCCN(S(=O)(=O)c3ccc4c(c3)oc(=O)n4C)C2)C1 (centres undefined),28,1,-6,-2,0.7,-20,0.13,21,17
COc1cc(C)nc(OCCNS(=O)(=O)c2cc(C)ccc2C)n1,82*,5,-11,4,0.2,6,1.3,6,-4
CS(=O)(=O)N(CC(=O)N1CCN(c2ccccc2)CC1)c1ccccc1Cl,nt,nt,nt,-6,nt,3,0.33,-18,0
O=C(CCSc1nnc(-c2ccncc2)o1)Nc1cccc2ccccc12,nt,nt,nt,-4,nt,7,-0.12,-4,-3
O=C(NCc1csc(-c2ccccc2)n1)c1ccco1,84*,11,9,-8,0.2,-10,0.038,19,9

# Of the compounds above, 12 contain two or more sulfur atoms:
SMILES,CYP2C19 inh,PostGolgi ctrl,PostGolgi yeast,S1P2 ag,CYP2C19 activ,sEH inh,hDAT+cocaine,S1P2 blocker,sEH activator
CCOc1cc(NC(=S)NCC(C)C)c(OCC)cc1NC(=O)c1cccs1,2,0,0,-4,1,-8,0.32,-8,6
COc1ccc(CCNC(=O)CSc2nc(N)c(C#N)c(-c3cccs3)c2C#N)cc1OC,38,5,3,-6,0.6,16,-0.65,-8,-13
CCN(CC)S(=O)(=O)c1ccc(C(=O)NCc2cccs2)cc1,-8,12,10,-4,1.1,-8,1.6,1,10
O=C(CSC(=S)N1CCOCC1)Nc1nc(-c2ccccc2)c(-c2ccccc2)o1,26,35*,4,-5,0.7,77,0.014,4,-78
COC(=O)CSc1nnc2c3c4c(sc3nc(-n3nc(C)cc3C)n12)COC(C)(C)C4,6,9,3,-3,0.9,40,-0.055,2,-40
O=C(c1ccco1)N1CCN(C(=O)C2CCN(S(=O)(=O)c3cccc4nsnc34)CC2)CC1,nt,nt,nt,-2,nt,4,-0.48,-17,-2
Cc1ccc(OCCSc2nnc(-c3cccs3)n2C)cc1,nt,nt,nt,-6,nt,4,-0.47,-4,-3
O=S(=O)(NCc1cn2ccsc2n1)c1ccc(Oc2ccccc2)cc1,69*,5,8,-9,0.3,-16,0.11,23,14
CCOC(=O)CCN(Cc1sccc1C)S(=O)(=O)c1ccc(F)cc1,85*,-7,-3,-3,0.1,-14,3.8*,-25,11
O=C(Cn1cc(C(=O)c2cccs2)c2ccccc21)NCc1cccs1,91*,19,-3,-5,0.1,4,0.44,-7,-4
Cc1nc(NC(=O)CN(C)S(=O)(=O)c2ccc(Br)cc2)sc1C,94*,11,-5,-8,0.1,-11,0.031,7,8
O=C(CCS(=O)(=O)Cc1ccccc1)Nc1nc2c(s1)CCCC2,15,-3,0,-5,0.8,14,0.0023,-18,-14
